JMJD2A Tudor: JMJD2A Tudor domain (human) inhibition; AlphaScreen JMJD2A-Tudor / H3K4me3 peptide binding; Potency, µM (series often up to 114 µM), for inactives: at the top dose activity change, negative = inhibition, most hits filed as inhibitors; 390,000 compounds, 4.4% hits; AID 504339; further: on the % scale 0 is the no-effect control and ±100 the full control effect; nearly all actives have a fitted effect of over 50% in size
RGS4 inh: human RGS4 inhibition. Potency, µM (highest dose often 114 µM), for the others: at the highest dose activity change, negative = inhibition, most hits filed as inhibitors. 390,000 compounds, 0.039% hits. Transcreener GDP fluorescence polarization, RGS4-accelerated GTP hydrolysis. P49798; further: on the % scale 0 is the no-effect control and ±100 the full control effect; nearly all actives have a fitted effect of over 75% in size; some results filed as inactive show a strong effect at the top dose
Target sequence (P49798 whole entry, looked up): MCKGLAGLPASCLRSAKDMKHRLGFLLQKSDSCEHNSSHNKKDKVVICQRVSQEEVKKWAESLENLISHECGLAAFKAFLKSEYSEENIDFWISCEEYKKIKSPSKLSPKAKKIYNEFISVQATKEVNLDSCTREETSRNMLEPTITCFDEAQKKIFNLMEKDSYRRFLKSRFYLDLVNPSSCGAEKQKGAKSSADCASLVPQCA
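MLSMR compounds (23 nl, pin-transferred) preincubated 10 min at room temperature with a 500nM (2x) first reagent, then RGS4 at 900nM (2x) plus Transcreener GDP mix added; fluorescence polarization (620/688 nm) read before and after 90 min at 30 °C.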
ERG Ets-DNA blk: inhibitors of human ERG Ets domain-DNA interaction; fluorescence polarization, His-ERG Ets domain / labelled DNA; Potency, µM (highest dose often 76.9 µM), inactives show at the highest dose FP activity, negative = inhibition, most hits filed as inhibitors; P11308; 370,000 compounds, 0.028% hits; AID 624246; active means well fitted inhibition curve with a large enough effect in the polarisation, with a control signal flat; inconclusive means small, poorly fitted or top-dose-only effect, or effect the other way, or a change in a side signal; inactive means no such curve, though single readings can be large or run the other way; the % refers to the polarisation;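 further: polarization taken with two DNA probes labelled with fluorescein and Texas red; % of control where 0% means no effect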
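His-tagged ERG Ets domain (1 uM in the protein solution; 300mM KCl, 50mM Tris-HCl, 1mM EDTA, 1mM DTT, pH 7.5) received compound, then a probe mix of 5 nM fluorescein-DNA and 100nM Texas-615-DNA. Fluorescence polarization was read for both dyes.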
Pin1 inh: human Pin1 inhibition; Q13526; AID 504891; Pin1 FP peptide displacement, HiFluor488, 10 min; 390,000 compounds, 0.009% hits; Potency, µM (doses to about 115 µM), for inactives: top-dose activity, negative = inhibition, actives largely listed as inhibitors; active means well fitted inhibition curve with a large enough effect in the polarisation, with a control signal flat, not every such curve was filed as active; inconclusive means small, poorly fitted or top-dose-only effect, or effect the other way, or a change in a side signal; inactive means no such curve, though single readings can be large or run the other way; the % refers to the polarisation; further: on the % scale 0 is the no-effect control and ±100 the full control effect
12-LOX inh: inhibitors of human 12S-lipoxygenase ALOX12 | P18054 | purified 12hLO, xylenol orange hydroperoxide absorbance | Potency, µM (series often up to 108 µM), without a hit: at the top dose activity change, negative = inhibition, actives largely listed as inhibitors | 580,000 compounds, 1.1% hits | AID 1671190; further: on the % scale 0 is the no-effect control and ±100 the full control effect
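Purified human 12hLO (150 nM final) in 25 mM Hepes, 0.01% Triton X-100, pH 7.0 was preincubated 15 min at room temperature with compound. Then 40 uM arachidonic acid was added, 30 min. Hydroperoxide was read by Fe-XO absorbance ratio 573/405 nm.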
Tb PGK inh: blocks T. brucei phosphoglycerate kinase. PGK/GAPDH coupled, Kinase-Glo luminescence, 60 min. P07378. Potency, µM (titrated, usually from 57.5 µM), for inactives: at the highest dose activity change, negative = inhibition, most hits filed as inhibitors. 380,000 compounds, 0.043% hits. AID 602233; further: on the % scale 0 is the no-effect control and ±100 the full control effect; nearly all actives have a fitted effect of over 60% in size
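Recombinant glycosomal PGK reaction used 1,3-bisphosphoglycerate generated in-well by GAPDH (100nM final) in 100mM TEA pH 7.6, 5mM MgCl2, 0.01% Tween-20. After 60 minutes at room temperature, ATP was read by Kinase-Glo Plus luminescence end-point.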
TrxR1 inh: rat TrxR1 inhibition | O89049 | recombinant rTrxR1, NADPH fluorescence consumption, selenite substrate | Potency, µM (highest dose often 114 µM), for inactives: at the top dose activity change, negative = inhibition, actives largely listed as inhibitors | 390,000 compounds, 1% hits | AID 588453; further: on the % scale 0 is the no-effect control and ±100 the full control effect; nearly all actives have a fitted effect of over 65% in size
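Rat TrxR1 (90 nM in the dispensed reagent) was pre-reduced with 400 uM NADPH for 5 min at room temperature, then incubated with compound for 15 min. After 400 uM selenite was added, NADPH fluorescence (Ex 340/Em 450 nm) was followed for 8 min.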
HP1b binding inh: inhibitors of HP1-beta chromodomain binding to methylated histone tails | P83916 | AlphaScreen HP1-beta / biotin-H3K9me3 peptide binding | 390,000 compounds, 0.56% hits | Potency, µM (series often up to 114 µM), for inactives: at the highest dose activity change, negative = inhibition, most hits filed as inhibitors; further: nearly all actives have a fitted effect of over 70% in size; inactives centre near 23
Target sequence (P83916 whole entry, looked up): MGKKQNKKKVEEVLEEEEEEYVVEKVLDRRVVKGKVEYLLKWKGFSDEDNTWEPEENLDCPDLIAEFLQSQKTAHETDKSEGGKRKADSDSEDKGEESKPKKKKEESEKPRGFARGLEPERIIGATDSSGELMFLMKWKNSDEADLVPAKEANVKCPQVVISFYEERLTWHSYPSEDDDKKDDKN
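Compound inhibition of the preformed complex between 50 nM HP1-beta and 50 nM biotinylated H3K9me3 peptide was read by AlphaScreen. Buffer was PBS pH 7.4 with 0.01% Tween-20. Incubations ran 30 min at room temperature, with 10 ug/mL donor/acceptor beads.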
GLS inhibitor: glutaminase GLS (human) inhibition | O94925 | Potency, µM (highest dose often 45.5 µM), for inactives: at the highest dose activity change, negative = inhibition, actives largely listed as inhibitors | 410,000 compounds, 0.21% hits | GLS enzymatic activity, qHTS titration; further: on the % scale 0 is the no-effect control and ±100 the full control effect
Target sequence (O94925 whole entry, looked up): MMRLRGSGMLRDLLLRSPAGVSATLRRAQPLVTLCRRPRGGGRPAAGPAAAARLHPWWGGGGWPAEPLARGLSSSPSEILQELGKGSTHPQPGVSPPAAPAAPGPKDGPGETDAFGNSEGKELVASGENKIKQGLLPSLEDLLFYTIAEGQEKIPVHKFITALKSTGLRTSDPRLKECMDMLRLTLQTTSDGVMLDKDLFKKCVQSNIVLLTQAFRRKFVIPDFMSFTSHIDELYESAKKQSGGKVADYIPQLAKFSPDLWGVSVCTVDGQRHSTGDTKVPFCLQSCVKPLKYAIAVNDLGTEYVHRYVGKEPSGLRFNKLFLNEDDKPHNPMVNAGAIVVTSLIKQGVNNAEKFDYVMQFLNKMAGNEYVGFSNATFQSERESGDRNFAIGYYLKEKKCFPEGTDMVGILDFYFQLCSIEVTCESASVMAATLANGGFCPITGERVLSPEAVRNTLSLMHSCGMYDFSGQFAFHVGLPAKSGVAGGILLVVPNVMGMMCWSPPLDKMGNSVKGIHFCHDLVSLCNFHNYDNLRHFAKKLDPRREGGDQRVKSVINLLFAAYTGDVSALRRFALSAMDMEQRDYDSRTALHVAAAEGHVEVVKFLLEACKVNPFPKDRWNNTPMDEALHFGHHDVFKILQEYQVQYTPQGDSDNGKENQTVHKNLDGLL
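Glutamate formation by hKGA was monitored fluorometrically using coupled glutamate oxidase, HRP and Amplex Red. Substrate was added as 1 mM L-glutamine solution; incubation was 30 min at RT after an initial read.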
An asterisk follows results filed as active; i = inactive; ? = inconclusive; nt = no result given; & = joins results of further samples; [ ] = another dose, or the depositor's remark. Unless noted, the call rests on the fitted dose curve; in most records, active means well fitted curve in the direction sought with a large enough effect; inconclusive means small, poorly fitted or top-dose-only effect, or another doubt; inactive means no such curve, though single readings can be large; an effect the other way counts as inactive or inconclusive. Potency means the concentration at half of the fitted maximal effect. Not all compounds are listed (hit frequency here may not be typical).

SMILES	JMJD2A Tudor	RGS4 inh	ERG Ets-DNA blk	Pin1 inh	12-LOX inh	Tb PGK inh	TrxR1 inh	HP1b binding inh	GLS inhibitor
O=C1c2cccc3c([N+](=O)[O-])ccc(c23)C(=O)N1CC1CCCO1 (stereo unspecified)	?	21%	2%	?	-9%	3%	?	?	10%
COc1ccc(/C=N/n2cnc3c([nH]c4ccc(F)cc43)c2=O)cc1CN1CCCC1	-8%	19%	8%	7%	29%	i	9%	?	-7%
COc1ccc(NC(=O)c2cn(-c3ccccc3)nc2-c2ccncc2)cc1	-20%	11%	10%	11%	26%	-10%	27%	22%	-3%
O=C(COC(=O)c1oc2ccccc2c1COc1ccccc1)NCCN1C(=O)CSC1=O	-11%	-11%	-9%	4%	?	i	2%	21%	-10%
O=C(Nc1ccc2c(c1)OCCO2)C1CCCN1C(=O)Nc1ccccc1 (stereo unspecified)	1%	-6%	-13%	3%	?	-3%	5%[57.1 µM]	65%[activator]	-17%
CCC(=O)N1CCc2cc(S(=O)(=O)Nc3ccccc3C)ccc21	1%	3%	11%	3%	1%	2%	2%[57.1 µM]	0%	9%
O=C(Cn1ncn2cccc2c1=O)N1CCCCC1	-7%	-6%	-2%	0%	5%	-6%	1%	25%	2%
COCCNC(=S)Nc1ccccc1Cc1ccccc1	-13%	-16%	-7%	-2%	-21%	-9%	-20%	34%	2%
CC(=O)N1CCc2cc(Br)cc(S(=O)(=O)NCc3ccccn3)c21	79µM*	-38%	0%	-2%	0%[57.4 µM]	0%	3%[57.1 µM]	-8%	-8%
CCOc1ccc(S(=O)(=O)N2CCCC(C(=O)N3CCOCC3)C2)cc1Cl (stereo unspecified)	-6%	-2%	2%	3%	-28%	i	4%[57.1 µM]	-4%	-12%
COC(=O)CCNC(=O)c1ccc2nc(Cc3ccc(OC)cc3)oc2c1	-7%	-33%	2%	-1%	-30%	-2%	20%[57.1 µM]	27%	-6%
Cn1nc(C(=O)OCC(=O)NC2CCS(=O)(=O)C2)c2ccccc2c1=O (stereo unspecified)	-4%	-4%	0%	-1%	18%	8%	6%[57.1 µM]	9%	5%
CCOC(=O)c1[nH]c(C)c(C(=O)NCCC2=CCCCC2)c1C	-19%	-1%	-6%	-3%	4%	i	-9%	29%	4%
COc1cc(/C=C/C(=O)Nc2ccc(OC)c(S(=O)(=O)N3CCOCC3)c2)ccc1OC(F)F	-22%	-35%	-16%	12%	-8%	-8%	-14%	19%	-3%
N#CC1=C(N)Oc2cc3ccccc3cc2C1c1cccnc1 (stereo unspecified)	-23%	-34%	1%	3%	0%	i	-32%	3%	0%
COc1cc(/C=N/NC(N)=O)ccc1OC(=O)c1ccco1	-8%	-10%	-6%	2%	1%	-7%	8%	36%	6%
O=S(=O)(NCc1ccccc1)c1ccc(S(=O)(=O)N2CCCC2)cc1	-2%[11.4 µM]	?	14%	-3%	-4%	-2%	41%	-9%	0%
CC(C)(C)C(=O)CSc1ncnc2sc3c(c12)CCC3	56%[activator]	17%[56.9 µM]	-17%	3%	-17%	5%	17%	117%[activator]	-13%
O=C(c1ccc(NS(=O)(=O)c2cccs2)cc1)N1CCCCC1	-10%	?	2%	-7%	0%	-7%	14%[57.1 µM]	47%[activator]	-2%
CCn1nc(C)c(NC(=O)c2cc(Br)ccc2Cl)c1C	1%	-4%	-4%	-5%	18%	-7%	4%[57.1 µM]	20%	-3%

Three of the entries above in order of the TrxR1 inh value, smallest number first.
Molecule	TrxR1 inh
COc1cc(/C=C/C(=O)Nc2ccc(OC)c(S(=O)(=O)N3CCOCC3)c2)ccc1OC(F)F	-14%
COc1cc(/C=N/NC(N)=O)ccc1OC(=O)c1ccco1	8%
CC(C)(C)C(=O)CSc1ncnc2sc3c(c12)CCC3	17%

The listing continues.
SMILES	JMJD2A Tudor	RGS4 inh	ERG Ets-DNA blk	Pin1 inh	12-LOX inh	Tb PGK inh	TrxR1 inh	HP1b binding inh	GLS inhibitor
COc1cc(NC(=O)c2cc(S(=O)(=O)N3CCc4ccccc43)cn2C)cc(OC)c1OC	-28%&-2%	29%[11.4 µM]	-8%&-3%	2%&-1%	2%&4%	1%&-7%	14%&43%	28%&36%	3%&6%
O=C(CN1CCN(c2ccccc2)CC1)Nc1ccc(OCc2ccccc2)cc1	?	-47%	9%	58%[activator]	nt	i	23%	-3%	43%[activator]
Cc1ccc(C(=O)NCC2CCCO2)o1 (stereo unspecified)	-13%	-6%	-4%	-19%	?	-4%	-5%[57.1 µM]	55%[activator]	-3%
CC1=C(C(=O)Nc2ccccn2)C(c2ccccc2Cl)NC(=S)N1 (stereo unspecified)	-13%	0%[11.4 µM]	1%	-6%	-19%	0%	11%	66%[activator]	-2%
CC1CC(C)CN(CCCNC(=O)CCC(=O)N2CCOc3ccccc32)C1 (stereo unspecified)	5%	9%	-7%	1%	4%	9%	6%[57.1 µM]	30%	8%
Cc1nn(CC2CC2)c(=O)n1-c1ccc(Cl)cc1	-11%	4%	8%	1%	7%	-16%	29%[57.1 µM]	18%	16%
CCc1nnc(SCc2nc(-c3cccc(C)c3)oc2C)c2cc3sc(C)cc3n12	-14%	13%	-3%	-5%	-13%	i	7%	32%	3%
Cc1nn2c(N)c(C#N)cnc2c1-c1ccc(Cl)cc1	-3%	8%	-10%	1%	1%	-4%	-2%	-38%	-2%
Cc1ccc(Cl)cc1NC(=O)c1ccccn1	49%[activator]	0%	-3%	1%	-7%	0%	6%	80%[activator]	0%
CCC(=O)NC(c1cccs1)c1ccc2cccnc2c1O (stereo unspecified)	79µM*	-11%	12%	-2%&18%	-30%	-5%	4%[57.1 µM]	35%	0%
Cc1ccc(N2NC(C)(c3cccs3)NC2=S)cc1 (stereo unspecified)	?	?	9%	-3%	?	-6%	-3%	-23%	15%
CCS(=O)(=O)c1ccc2c(c1)NC(=O)C(CCCl)O2 (stereo unspecified)	-22%	4%	2%	-2%	0%	1%	17%[57.1 µM]	4%	0%
O=C(Nc1ccc(Cl)cc1Cl)C1=Cc2ccccc2OC1	16%	13%	5%	2%	15%	-12%	24%[57.1 µM]	30%	1%
O=C(CSc1nncn1-c1ccccc1F)NC1CCCCC1	-35%	?	-6%	13%	9%	-2%	12%	-14%	-3%
CCOc1ccc(-c2c(C(=O)N/N=C/c3cccs3)nnn2-c2nonc2N)cc1	-15%	32%	20%	1%	0%	0%	16%	8%	16%
CN1C(=O)Cc2cc(S(=O)(=O)N3CCN(c4ccc(Cl)cc4)CC3)ccc21	-23%&4%	-19%&-3%	-10%&-2%	15%&-5%	0%&-4%	-2%&-4%	14%	26%&49%	-4%&1%
CC1CC(C)CN(S(=O)(=O)N2CCCC(C(=O)NCCc3ccccc3)C2)C1 (stereo unspecified)	6%	16%	1%	6%	10%	2%	-14%	30%	-4%
NC(=O)CC(NC(=O)Cc1ccc(Cl)cc1)c1ccc(NC2CCCC2)c([N+](=O)[O-])c1 (stereo unspecified)	-23%	12%	-10%	85%[activator]	?	-6%	10%	33%	2%
Cc1nc(-c2cccc(F)c2)sc1CCNC(=O)C(=O)Nc1ccc2c(c1)OCCO2	-17%	-2%	-4%	0%	?	8%	16%[57.1 µM]	10%[57 µM]	5%
COc1cccc(/C=N/n2cncn2)c1OCC#N	-8%	34%	1%	0%	0%	-10%	16%[57.1 µM]	1%	8%

Among those listed so far, these contain four or more nitrogen atoms.
SMILES	JMJD2A Tudor	RGS4 inh	ERG Ets-DNA blk	Pin1 inh	12-LOX inh	Tb PGK inh	TrxR1 inh	HP1b binding inh	GLS inhibitor
COc1ccc(/C=N/n2cnc3c([nH]c4ccc(F)cc43)c2=O)cc1CN1CCCC1	-8%	19%	8%	7%	29%	i	9%	?	-7%
COc1ccc(NC(=O)c2cn(-c3ccccc3)nc2-c2ccncc2)cc1	-20%	11%	10%	11%	26%	-10%	27%	22%	-3%
O=C(Cn1ncn2cccc2c1=O)N1CCCCC1	-7%	-6%	-2%	0%	5%	-6%	1%	25%	2%
CC1=C(C(=O)Nc2ccccn2)C(c2ccccc2Cl)NC(=S)N1 (stereo unspecified)	-13%	0%[11.4 µM]	1%	-6%	-19%	0%	11%	66%[activator]	-2%
CCc1nnc(SCc2nc(-c3cccc(C)c3)oc2C)c2cc3sc(C)cc3n12	-14%	13%	-3%	-5%	-13%	i	7%	32%	3%
Cc1nn2c(N)c(C#N)cnc2c1-c1ccc(Cl)cc1	-3%	8%	-10%	1%	1%	-4%	-2%	-38%	-2%
O=C(CSc1nncn1-c1ccccc1F)NC1CCCCC1	-35%	?	-6%	13%	9%	-2%	12%	-14%	-3%
CCOc1ccc(-c2c(C(=O)N/N=C/c3cccs3)nnn2-c2nonc2N)cc1	-15%	32%	20%	1%	0%	0%	16%	8%	16%
NC(=O)CC(NC(=O)Cc1ccc(Cl)cc1)c1ccc(NC2CCCC2)c([N+](=O)[O-])c1 (stereo unspecified)	-23%	12%	-10%	85%[activator]	?	-6%	10%	33%	2%
COc1cccc(/C=N/n2cncn2)c1OCC#N	-8%	34%	1%	0%	0%	-10%	16%[57.1 µM]	1%	8%

From PubChem
